Source: PubChem (several laboratories)
NR5A2 inv ag: NR5A2 inverse agonism in reporter assay | inhibition, % at 3.6 µM | O00482 | HEK293T StAR-luciferase reporter, LRH-1 transfected, 24 h | AID 602396 | 360,000 compounds, 0.13% hits;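 active means inhibition above the mean inhibition of all tested compounds plus 3 SD, cut at about 73% in these data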;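 further: 0% = DMSO wells and 100% = reporter-only cells lacking LRH-1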
Target sequence (O00482 whole entry, looked up): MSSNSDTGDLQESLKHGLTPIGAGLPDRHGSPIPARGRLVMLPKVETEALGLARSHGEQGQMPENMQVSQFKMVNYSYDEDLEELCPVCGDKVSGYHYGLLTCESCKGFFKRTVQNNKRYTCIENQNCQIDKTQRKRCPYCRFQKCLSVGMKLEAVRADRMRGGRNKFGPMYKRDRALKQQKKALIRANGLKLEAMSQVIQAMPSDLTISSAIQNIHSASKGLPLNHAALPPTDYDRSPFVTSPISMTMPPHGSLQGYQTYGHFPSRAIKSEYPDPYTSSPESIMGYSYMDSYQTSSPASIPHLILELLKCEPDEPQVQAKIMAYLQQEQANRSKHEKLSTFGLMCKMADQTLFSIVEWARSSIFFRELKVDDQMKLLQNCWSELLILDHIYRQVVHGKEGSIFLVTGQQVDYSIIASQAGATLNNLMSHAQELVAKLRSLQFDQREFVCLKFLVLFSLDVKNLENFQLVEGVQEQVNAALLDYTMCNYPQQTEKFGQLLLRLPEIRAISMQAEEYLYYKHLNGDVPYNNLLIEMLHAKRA
KKLEB cytotox: reduces viability of KKLEB cystic fibrosis airway cells | KKLEB CF airway cells viability, ATPlite luminescence, overnight; stronger effect = lower value; cells stimulated with P. aeruginosa culture filtrate | activity change (cytotoxicity), % at 5 µM | 360,000 compounds, 0.36% hits;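 active means corrected activity change at or below -50% at 5 µM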
NCOA1 inh: inhibitors of human steroid receptor coactivator 1 (SRC1); inhibition, % at 3.6 µM; Q15788; HEK293 GAL4-SRC1 luciferase reporter, luminescence; 360,000 compounds, 0.12% hits;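 active means inhibition above the campaign mean plus 3 SD, with each screening campaign given its own cutoff, cut at about 60% in these data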;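 further: 0% = DMSO treated cells and 100% = gossypol at 36 µM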
TWEAK Fn14 block: TWEAK-Fn14 signaling inhibition | AID 1159606 | TWEAK-stimulated Fn14 reporter cells, luciferase luminescence, 8 h | 360,000 compounds, 2% hits | inhibition, % at 10 µM; in the data active means inhibition above about 50%
LMP1 NFkB inh: inhibitors of Epstein-Barr LMP1-induced NF-kappaB reporter; AID 504558; 350,000 compounds, 0.69% hits; inhibition, % at 12.5 µM; LMP1-induced NF-kappaB luciferase reporter cells, luminescence; in the data active means inhibition above about 41%;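 further: 0% = neutral control wells and 100% = reference inhibitor control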
C8 TRAIL sens: sensitizes caspase-8 expressing cells to TRAIL | NB7+C8 cells + TRAIL, ATPlite viability luminescence | 360,000 compounds, 1% hits | inhibition (viability loss, TRAIL sensitization), % at 10 µM;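 active means compounds causing at least 50% loss of cell viability in the single-dose screen, relative to plate controls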
CF NFkB inh: inhibitors of cystic fibrosis induced NF-kB | KKLEB NF-kB-GFP reporter, PAF-induced, GFP fluorescence overnight | inhibition, % at 5 µM | 360,000 compounds, 0.86% hits | AID 588850;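 active means at least 50% inhibition at 5 µM, scaled per plate between neutral and stimulator controls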;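 further: PAF is a Pseudomonas aeruginosa culture filtrate used as stimulus; plate controls were PAF-stimulated DMSO wells for no effect and unstimulated DMSO wells for full effect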
NCOA3 inh: human NCOA3 inhibition; Q9Y6Q9; HEK293 GAL4-SRC3 luciferase reporter, luminescence; inhibition, % at 3.6 µM; 360,000 compounds, 0.17% hits;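 active means inhibition above a per-campaign cutoff, the mean of all compounds plus 3 SD, cut at about 60% in these data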;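 further: 0% = DMSO-treated cells and 100% = gossypol-treated cells at 36 µM; higher means less SRC3-driven luciferase light from the GAL4 reporter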
TROY NFkB inh: blocks TROY-dependent signaling in reporter cells | Q293 LMP1-TROYcd NF-kB luciferase reporter, 4 h | inhibition, % at 10 µM | 360,000 compounds, 0.98% hits;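 active means compounds whose plate-normalised and pattern-corrected inhibition of the luciferase reporter signal at the single screening dose is 50% or more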
Shn3 3UTR inh: Schnurri-3 reporter inhibition in Clone20 osteoblasts; AID 588674; inhibition, % at 12.5 µM; Clone20 osteoblast Shn3 3'UTR firefly luciferase, 24 h; 360,000 compounds, 0.52% hits;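 active means mean inhibition of at least 75% with every replicate also reaching 75%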;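 further: 0% = median of neutral control wells and 100% = pilot-screen positive control compound; some compounds past the cut are filed as inactive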
COUP-TFII inh: NR2F2 (human) inhibition, primary screen; AID 686940; inhibition, % at 8.6 µM; 370,000 compounds, 0.7% hits; HEK293T NGFI-A luciferase reporter, luminescence;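 active means inhibition above a per-plate cutoff, mean inhibition of test wells between control levels plus 3 SD, cut at about 38% in these data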;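 further: cells cotransfected with COUP-TFII expression vector driving the NGFI-A reporter; 0% = median of COUP-TF2 test wells and 100% = reporter-only cells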
Target sequence (P24468 whole entry, looked up): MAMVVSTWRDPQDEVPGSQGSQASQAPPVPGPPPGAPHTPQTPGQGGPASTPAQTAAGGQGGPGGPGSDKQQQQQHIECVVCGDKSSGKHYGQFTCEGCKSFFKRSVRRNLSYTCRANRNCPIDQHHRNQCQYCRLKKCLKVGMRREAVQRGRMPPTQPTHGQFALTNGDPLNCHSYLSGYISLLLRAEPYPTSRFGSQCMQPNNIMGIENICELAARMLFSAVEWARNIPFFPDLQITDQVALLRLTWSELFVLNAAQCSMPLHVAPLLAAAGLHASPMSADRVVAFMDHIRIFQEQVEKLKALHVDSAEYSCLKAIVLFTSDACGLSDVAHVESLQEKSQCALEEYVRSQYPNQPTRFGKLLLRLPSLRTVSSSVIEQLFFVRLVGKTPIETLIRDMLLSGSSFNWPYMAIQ
Active calls of the source: *; / = no result given. These rows are one share of the data; count on the stated rates, not on these rows.

SMILES | NR5A2 inv ag | KKLEB cytotox | NCOA1 inh | TWEAK Fn14 block | LMP1 NFkB inh | C8 TRAIL sens | CF NFkB inh | NCOA3 inh | TROY NFkB inh | Shn3 3UTR inh | COUP-TFII inh
CC(C)CN(C(=O)CSc1nnc2ccccn12)C1CCS(=O)(=O)C1 (stereo unspecified) | -18 | 14 | -7 | 4 | -20 | -6 | 14 | 11 | -2 | -10 | -2
Cc1ccc(Nc2nnc(SCC(=O)Nc3ccc(S(=O)(=O)N4CCOCC4)cc3)s2)cc1 | -21 | -5 | -15 | 32 | -13 | 20 | -27 | -37 | 22 | -30 | -7
COc1cc(C(=O)NC(C)C2CC3CCC2C3)cc(OC)c1OC (stereo unspecified) | 9 | -13 | 0 | -2 | -23 | 10 | 5 | 6 | -26 | 13 | -6
COc1ccc(CNC(=O)C(C)NCc2ccc(S(N)(=O)=O)cc2)cc1 (stereo unspecified) | 24 | 4 | -15 | 34 | -12 | 10 | 1 | 4 | 1 | 6 | 3
CN(C)C(=O)c1cc2cc(Br)ccc2s1 | -7 | -6 | -1 | -2 | -2 | -3 | -5 | -10 | -30 | -18 | -11
COc1cc(NC(=O)C(C)(C)C)c(C(=O)OCC(=O)Nc2cc(C)on2)cc1OC | 7 | -16 | 11 | -14 | -7 | 7 | 20 | 18 | -7 | -3 | -6
CCOC(=O)C1=CC[C@H]2c3c(c4ccccc4n3C)C[C@H]1N2C | -9 | -9 | -8 | 10 | 4 | -29 | 4 | 15 | 0 | -3 | 14
O=C(CCCN1C(=O)c2ccccc2C1=O)NCCc1ccc(OC(F)F)cc1 | -1 | -5 | -10 | -3 | -4 | -15 | -6 | -1 | -4 | -7 | 1
C[C@@H](C(=O)NCc1ccccc1)[C@@H]1C[C@@]1(C)[C@@H](NC(=O)OCc1ccccc1)c1ccccc1 | -17 | -3 | 2 | 16 | -6 | -4 | -28 | -1 | 1 | -8 | 9
Cc1ccc(S(=O)(=O)N(C)Cc2cc3cc(C)ccc3[nH]c2=O)cc1 | -20 | 0 | 12 | 7 | 5 | -22 | 5 | 8 | 1 | 14 | -12
COc1cccc(CN(CCC(C)C)S(=O)(=O)c2cc(Br)ccc2Br)c1 | -29 | 7 | -15 | 19 | 6 | 14 | 12 | -1 | -1 | 33 | 19
O=C(NCc1ccccc1)/C(=C/c1cccc([N+](=O)[O-])c1)NC(=O)c1ccco1 | -20 | -2 | -8 | -1 | 26 | 1 | -6 | 7 | -14 | -30 | 16
CC1CCCCN1CC(O)COCc1ccc(Cl)cc1 (stereo unspecified) | -24 | 7 | -4 | -9 | -3 | -16 | -12 | 0 | 18 | -19 | 5
C/C(=N\Nc1nc2ccccc2c(=O)n1O)c1ccco1 | -76 | -10 | -94 | 20 | -6 | 6 | 12 | -71 | -27 | -60 | -5
COc1ccc(CNC(=O)COC(=O)c2ccc(OCC3CCCO3)cc2)cc1 (stereo unspecified) | -11 | -12 | -7 | 20 | 0 | 17 | 11 | 16 | 18 | -15 | -13
COc1ccc(C)cc1Nc1n[n+](C)c(-c2c3ccccc3cc3ccccc23)s1 | / | 2 | / | -23 | -3 | 1 | 5 | / | -8 | -24 | -13
Cc1ccc2c(c1)COc1c3ccc(C(=O)N4CCOCC4)cc3nn1-2 | -136 | 7 | -71 | -20 | -15 | 27 | -16 | -69 | -66 | -100 | -20
Cc1cccc(C)c1NC(=O)COC(=O)c1cccc2c1C(=O)c1ccccc1C2=O | 9 | -9 | 5 | 3 | 15 | -6 | -13 | 14 | 15 | 18 | -8
CN(NC(N)=O)c1ncc(C(F)(F)F)cc1Cl | -15 | -18 | -9 | 4 | -6 | -3 | -1 | -18 | 15 | 22 | 9
Cc1ccc2c(c1)N(CC(=O)NCCCN1CCCC1)C(=O)CO2 | -18 | 0 | -15 | -18 | -1 | 12 | 12 | -18 | 6 | -7 | 14
Cc1cc(C)c(C#N)c(SC(F)F)n1 | -7 | 12 | -4 | -14 | -6 | 2 | 11 | 13 | -13 | -29 | 2
Cc1cc(/C=N/N2CCN(C)CC2)c(C)n1-c1ccccc1F | 5 | 8 | -2 | 9 | 0 | -6 | 1 | 8 | -10 | -7 | -11
O=C(O)c1cccc(-n2c(O)c(C=C3N=c4ccccc4=N3)sc2=S)c1 | -3 | -5 | -22 | -10 | -4 | -29 | 0 | -7 | -28 | -8 | -1
COc1cc(CC(=O)OCC(=O)NCC(C)C)cc(OC)c1OC | -5 | 2 | 1 | 14 | 0 | -1 | 14 | 5 | 14 | 5 | -12
O=C(Oc1ccc(F)cc1)N1CCOCC1 | 1 | 18 | -5 | 6 | 0 | -5 | -10 | 4 | 6 | -10 | 7
C[C@H](NC(=O)CC[C@H]1O[C@@H](n2ccc(=O)[nH]c2=O)[C@H](O)[C@@H]1O)C(=O)O | -26 | -11 | -8 | 14 | / | -19 | -12 | 13 | -14 | 6 | -19
COc1ccc(/C=N/NC(=O)c2[nH]c3ccc(Br)cc3c2-c2ccccc2)c(C(=O)O)c1OC | -2 | 11 | -13 | 10 | -5 | 7 | -23 | 17 | 9 | -6 | -5
O=C(NC1(C(F)(F)F)NC(=O)N(CCc2ccccc2)C1=O)C1CC1 (stereo unspecified) | 12 | 8 | -6 | 8 | 0 | -3 | 11 | 6 | 3 | -8 | -9
O=C(COCc1ccccc1)N[C@@H](Cc1ccc(O)cc1)C(=O)O | 11 | -7 | -2 | 9 | 7 | -5 | 0 | -4 | 8 | -12 | -3
Cc1ccccc1NS(=O)(=O)c1cc(C(=O)Nc2cccc(N(C)S(C)(=O)=O)c2)ccc1C | -35 | 15 | 3 | 21 | -3 | 4 | -2 | 16 | 9 | 22 | 19
O=C(c1ccco1)N1CCCC(c2nc3c(nnn3Cc3ccc(F)cc3)c(=O)[nH]2)C1 (stereo unspecified) | -1 | 3 | -3 | 12 | -5 | -7 | -16 | 2 | 14 | 12 | 15
COc1ccc(C(C(=O)NC2CCCC2)N(C(=O)c2snc(C(N)=O)c2N)c2cc(C)ccc2OC)cc1OC (stereo unspecified) | -3 | 1 | 2 | 9 | 0 | 0 | -19 | 16 | 15 | 6 | -2
COc1cccc(NC(=O)C2(C)CCN2C(=O)Cc2ccc(C(C)C)cc2)c1 (stereo unspecified) | -43 | -1 | 8 | -8 | / | -1 | -6 | 8 | 11 | 13 | 14
CC(C)c1ccc(NC(=O)COC(=O)/C=C/c2cccc(Br)c2)cc1 | 3 | 1 | -2 | 15 | -3 | 22 | -18 | 8 | -17 | 2 | -10
CC(C)(C)CNC(=O)[C@]1(C)CCC[C@@]2(C)C3CC[C@@]4(C)C[C@]3(CCC21)CC4=O (stereo partly specified) | -3 | -1 | 18 | -11 | 6 | -5 | 4 | 33 | 0 | 6 | 10
CCc1nc2ccccc2nc1N1CCN(S(=O)(=O)c2ccccc2)CC1 | -1 | -2 | 7 | 15 | / | 20 | 20 | 18 | 12 | 21 | 5
CC(=O)Nc1ccc(SCCN2CC[C@@H](O)CCC2=O)cc1 | 15 | -7 | -9 | -1 | 7 | 1 | 8 | -2 | 1 | 19 | -6
COc1cc(/C=C2\SC(=N)N(c3ccc(F)cc3)C2=O)ccc1O | -6 | -40 | 13 | 52* | -3 | -9 | 62* | 19 | 14 | -1 | 9
COc1ccc(NC(=O)CCSc2nc(C)cs2)cc1 | -21 | -1 | -21 | -37 | -9 | 2 | 7 | -22 | -21 | -40 | -15
Cc1noc(/C=C/N(C)C)c1S(=O)(=O)N1CCCC(C(=O)NCc2ccc(Cl)cc2)C1 (stereo unspecified) | 5 | -42 | 14 | 16 | 17 | -13 | 17 | 14 | 20 | 9 | 8
O=C(NCCN1CCOCC1)[C@H](Cc1ccccc1)N1C(=O)c2ccccc2C1=O | -9 | 5 | 2 | 7 | -1 | -7 | -9 | 16 | 6 | -8 | 10
Cc1cc(Cl)ccc1NC(=S)NCc1ccc(Cl)cc1 | 2 | 1 | -4 | 20 | -10 | 3 | -5 | 13 | 4 | -48 | -2
CCCNC(=O)c1cc(C2CCCN(C(=O)c3ccc(NC(C)=O)cc3)C2)on1 (stereo unspecified) | -4 | 4 | 14 | 11 | / | 5 | 3 | 5 | 1 | -2 | -5
Cc1ccc(S(=O)(=O)CCC(=O)Nc2sccc2C(N)=O)cc1 | 0 | 5 | -2 | -21 | 4 | -4 | -4 | -9 | -19 | -3 | 7
Cc1noc(NS(=O)(=O)c2ccc(NC(=O)c3ccc(N(C)C)cc3)cc2)c1C | -8 | 9 | -10 | 5 | 0 | -5 | 4 | 2 | -11 | 4 | 2
OCCNCCCOc1cc(Cl)ccc1Cl | 16 | 18 | -17 | 2 | 8 | 8 | -3 | -9 | 21 | -26 | -4
O=C(COC(=O)c1ccc(S(=O)(=O)N2CCCCCC2)cc1)Nc1ccccc1C(F)(F)F | 4 | -9 | -8 | 2 | -11 | -12 | 12 | 15 | 2 | -9 | 5
Cc1[nH]c2ccc(CNS(=O)(=O)c3ccc(S(=O)(=O)N4CCOCC4)cc3)cc2c1C | 14 | -3 | 10 | 0 | -9 | 5 | 16 | 21 | 7 | 23 | 12

No new results follow: entries from further up.
SMILES | NR5A2 inv ag | KKLEB cytotox | NCOA1 inh | TWEAK Fn14 block | LMP1 NFkB inh | C8 TRAIL sens | CF NFkB inh | NCOA3 inh | TROY NFkB inh | Shn3 3UTR inh | COUP-TFII inh
CC(C)CN(C(=O)CSc1nnc2ccccn12)C1CCS(=O)(=O)C1 (stereo unspecified) | -18 | 14 | -7 | 4 | -20 | -6 | 14 | 11 | -2 | -10 | -2
Cc1ccc(Nc2nnc(SCC(=O)Nc3ccc(S(=O)(=O)N4CCOCC4)cc3)s2)cc1 | -21 | -5 | -15 | 32 | -13 | 20 | -27 | -37 | 22 | -30 | -7
COc1cc(C(=O)NC(C)C2CC3CCC2C3)cc(OC)c1OC (stereo unspecified) | 9 | -13 | 0 | -2 | -23 | 10 | 5 | 6 | -26 | 13 | -6

Next part.
SMILES | NR5A2 inv ag | KKLEB cytotox | NCOA1 inh | TWEAK Fn14 block | LMP1 NFkB inh | C8 TRAIL sens | CF NFkB inh | NCOA3 inh | TROY NFkB inh | Shn3 3UTR inh | COUP-TFII inh
Cc1noc(C)c1S(=O)(=O)N1CCN(c2ccc(Cl)cc2)CC1 | -13 | 7 | -13 | -5 | -10 | -13 | -19 | 6 | -5 | -23 | 10
COc1cc(C(=O)Nc2ccccn2)cc(OC)c1OC | 10 | 0 | 0 | 5 | -4 | -1 | -10 | 10 | 13 | 1 | -5
c1ccc(CCCNc2ncccn2)cc1 | -22 | -7 | 0 | -14 | 3 | 20 | 10 | 1 | -42 | -12 | -3
CC(OC(=O)c1ccc(F)cc1)C(=O)Nc1nc(-c2cccc([N+](=O)[O-])c2)cs1 (stereo unspecified) | -1 | -2 | -3 | -2 | -4 | 5 | 0 | 11 | 6 | -6 | -6
CC(C)N1CCC(N2CCN(Cc3cnc(-c4ccccc4)s3)CC2CCO)CC1 (stereo unspecified) | 0 | -7 | -16 | 5 | -6 | 4 | 9 | 6 | -5 | 1 | 0
O=C(CCCN1CCC(O)(c2cccc(C(F)(F)F)c2)CC1)c1ccc(F)cc1 | 6 | 15 | -26 | -6 | 5 | 10 | -9 | 19 | 9 | 6 | 5
CC(=O)c1ccccc1NC(=O)COC(=O)c1cc[n+]([O-])cc1 | 7 | -1 | -2 | 1 | 3 | -24 | 6 | -5 | 1 | 4 | 7
